Screening results from PubChem BioAssay.
mcGAS inh = mouse cGAS inhibition by luminescence. Q8C6L5. recombinant cGAS, Kinase-Glo ATP depletion luminescence. inhibition, % at 12.5 µM. hit rate 0.15% among 160,000. AID 1259399;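 note: 0% = negative control wells and 100% = reference inhibitor with no enzyme activity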
hcGAS inh = human cGAS inhibition. inhibition, % at 12.5 µM. hit rate 0.081% among 290,000. recombinant h-cGAS, ATP depletion, Kinase-Glo luminescence. Q8N884;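 note: 0% = vehicle reaction and 100% = reaction without DNA for no activity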
Target sequence (Q8N884 whole entry, looked up): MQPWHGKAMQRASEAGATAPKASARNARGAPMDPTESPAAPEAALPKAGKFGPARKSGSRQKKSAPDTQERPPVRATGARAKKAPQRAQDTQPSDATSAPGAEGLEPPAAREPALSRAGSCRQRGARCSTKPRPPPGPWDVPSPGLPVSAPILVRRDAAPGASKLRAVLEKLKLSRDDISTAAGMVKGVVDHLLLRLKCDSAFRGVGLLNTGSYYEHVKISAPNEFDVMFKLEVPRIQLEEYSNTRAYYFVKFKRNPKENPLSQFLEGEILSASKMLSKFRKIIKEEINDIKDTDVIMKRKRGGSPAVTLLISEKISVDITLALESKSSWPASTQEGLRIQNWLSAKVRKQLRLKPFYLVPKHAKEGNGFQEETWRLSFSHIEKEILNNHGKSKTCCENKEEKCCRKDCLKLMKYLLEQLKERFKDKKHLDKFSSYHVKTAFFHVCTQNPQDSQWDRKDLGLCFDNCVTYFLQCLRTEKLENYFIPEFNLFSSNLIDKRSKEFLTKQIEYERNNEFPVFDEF
NPYLR7 ag = activates Aedes aegypti NPYLR7 receptor. HEK293T NPYLR7/Galpha15, GCaMP6s calcium fluorescence. hit rate 0.15% among 270,000. activation, % at 10 µM; in the data active = activation above about 40%;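 note: 0% = vehicle and 100% = reference agonist at the receptor; some compounds past the cut are filed as inactive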
* marks the source's active call; other numbers are inactive results; . = not tested or not shown; & = joins results of further samples. Cut-off read from the data, not from the text of the source, unless noted: active = inhibition above about 40%; inactive = the rest.

Below each compound: mcGAS inh, hcGAS inh, NPYLR7 ag
> Cc1ccccc1C(=O)N(CC(=O)N(CCc1c[nH]c2ccccc12)Cc1ccc(Cl)c(Cl)c1)C1CC1
 : -4, -10, 4
> COCc1c(Br)c(C)nc(OCC(=O)N/N=C\c2ccc(Cl)cc2)c1C#N
 : 0, 0, -8
> CC1CCN(c2ccc(NC(=O)Nc3cccc(C#N)c3)cc2C(=O)NC(C)c2ccccc2)CC1 (centres undefined)
 : -5, -4, 18
> O=C(O)c1ccc(Br)cc1Oc1ccc(F)cc1
 : ., -7, 10
> Cc1[nH]c2ccccc2c1CC(=O)NC(C)c1nncn1C(C)C (centres undefined)
 : -10, -1, -6
> O=C(NC1CCc2ccccc21)c1coc(COc2ccc3c(c2)OCO3)n1 (centres undefined)
 : ., 0, 5
> O=C(Cn1nc2c(c1NC(=O)CC1CCCCC1)CSC2)NCc1ccco1
 : -7, -4, -5
> Cc1cccc(C(CNC(=O)c2nc[nH]c2C)N(C)C)c1 (centres undefined)
 : ., -2, 0
> COCCC(C)NC(=O)Nc1cc(C(C)C)nn1-c1ccc(C)cc1 (centres undefined)
 : -18, -10, -1
> Cc1ccc(NCCN2CCN(c3ccc(F)cc3)CC2)nc1
 : ., 1, 1
> Cc1ccc(NC(=O)CSCc2nc3ccccc3nc2C)cc1C
 : ., 2, -3
> Cc1ccsc1CN(Cc1c(C)n(C)n(-c2ccccc2)c1=O)CC(C)C
 : ., -8, 3
> Cc1nn(C)c(C)c1NC(C)C(=O)Nc1cc(C(F)(F)F)ccc1N1CCOCC1 (centres undefined)
 : ., 2, 8
> CC(C)(C)c1ccc(NS(=O)(=O)c2ccc(F)cc2F)cc1
 : ., -9, -21
> Cc1ccc(NS(=O)(=O)c2ccc([N+](=O)[O-])cc2)c(-c2nc3ccccc3[nH]c2=O)c1
 : -8, -13, .
> CCOC(=O)c1c(N2C(=O)C3CC(C)=C(C)CC3C2=O)sc2c1CCCC2 (centres undefined)
 : -7, -5, -7
> O=C(O)c1ccc(-c2cccc(-c3ccn[nH]3)c2)o1
 : -13, -2, 27
> CCCCc1ccc(CNC(=O)c2cc(-c3cc(OC)c(OC)c(OC)c3)nc3ccccc23)cc1
 : -5, -7, 23
> CC(NC(=O)OCc1ccccc1)C(=O)N1CCOC(COCc2c(Cl)cccc2Cl)C1 (centres undefined)
 : -5, -2, .
> Cc1cc(NC(=O)C(C)C)nc2c1c(=O)oc1ccccc12
 : ., -11, 1
> CCOc1ccccc1CN(CC)C(=O)c1nn(C)c(=O)c2ccccc12
 : -11, -5, -1
> COCCN(Cc1csc(COc2cccc(C)c2)n1)C(=O)c1ccc(OC)cc1
 : -5, -7, -1
> O=C(NCC1(c2ccccc2)CCCC1)c1cn(Cc2ccccc2F)nn1
 : -7, -1, 4
> CNc1ccc(-c2ccc3c(c2)CCO3)cn1
 : ., -11, 5
> c1ccc(CCc2nc(CCc3ccc4c(c3)OCO4)n[nH]2)cc1
 : ., -2, 0
> CCOC(=O)CNC(=O)Cn1c(-n2nc(C)cc2C)nc2c(c1=O)CCC2
 : 0, -1, .
> Cc1nc(N2CCN(C)CC2)ncc1C(=O)N1[C@@H]2CC[C@H]1CNC(=O)C2
 : -12, -6, -3
> Cc1nc(SCC(=O)C23CC4CC(CC(C4)C2)C3)nc(C)c1C
 : -5, -2, -2
> Cc1ccc(NC(=O)CSc2ncnc3sc(C)c(C)c23)c(C)c1
 : -2, -3, -3
> c1ccc(-c2ccc(-c3nccn3CCN3CCOCC3)s2)cc1
 : ., -4, 8

Profiles from above. Values in the order: mcGAS inh	hcGAS inh	NPYLR7 ag
Record of CC(C)(C)c1ccc(NS(=O)(=O)c2ccc(F)cc2F)cc1 : .	-9	-21
Record of Cc1nn(C)c(C)c1NC(C)C(=O)Nc1cc(C(F)(F)F)ccc1N1CCOCC1 (centres undefined) : .	2	8
Record of COCCC(C)NC(=O)Nc1cc(C(C)C)nn1-c1ccc(C)cc1 (centres undefined) : -18	-10	-1

Three structures out of the list, ordered by formula weight, ascending:
Below each compound: mcGAS inh, hcGAS inh, NPYLR7 ag
> Cc1[nH]c2ccccc2c1CC(=O)NC(C)c1nncn1C(C)C (centres undefined)
 : -10, -1, -6
> c1ccc(-c2ccc(-c3nccn3CCN3CCOCC3)s2)cc1
 : ., -4, 8
> O=C(NCC1(c2ccccc2)CCCC1)c1cn(Cc2ccccc2F)nn1
 : -7, -1, 4

More compounds.
Below each compound: mcGAS inh, hcGAS inh, NPYLR7 ag
> Cc1cc(C(=O)N2CCN(C3CCCCC3)CC2)cc(S(N)(=O)=O)c1C
 : -17, -6, 9
> Oc1ccccc1C1OCC(C2CC=CCC2)CO1 (centres undefined)
 : ., -7, -2
> C=Cc1ccc(CN2C(=O)C(C)Oc3c(C(C)=O)cccc32)cc1 (centres undefined)
 : ., -3, 5
> COc1ccccc1NC(=O)CSc1ccc2nnc(-c3cccnc3)n2n1
 : -8, -8, -1
> COc1ccccc1-n1c(CNC(=O)c2ccc(C)c([N+](=O)[O-])c2)nnc1SCC(=O)Nc1nnc(C)s1
 : ., -5, -6
> Cc1cccc(NC(=O)CN2C(=O)NC(C)(CCc3ccccc3)C2=O)c1 (centres undefined)
 : -4, -1, 2
> Cc1ccccc1N1CCN(C(=O)c2ccc(C(F)(F)F)cc2)C(C)C1=O (centres undefined)
 : -7, -10, 12
> O=C(CSc1nc2ccccc2s1)N/N=C\c1ccc(O)cc1
 : -1, -1, -8
> CCN(CC(=O)N(C)C)C(=O)[C@H]1CCCCN1C(=O)OC(C)(C)C
 : ., -10, 0
> Cc1ccc(C)c2sc(N(CCCN3CCOCC3)C(=O)c3ccco3)nc12
 : -9, -5, 0
> CC12CCC(C(=O)O)(c3nc4c(ccc5ncccc54)nc31)C2(C)C (centres undefined)
 : ., -7, -1
> O=C(CN1C(=O)C(Oc2ccccc2)C1c1cccnc1)NCCn1cccc1 (centres undefined)
 : ., 1, -2
> COCCN(C(=O)C1CCC1)c1ccccc1CNC(=O)C1CCC1
 : ., -10, 3
> COc1ccc(NC(=O)c2sc(=O)n(CC(=O)c3ccc4c(c3)OCCO4)c2C)cc1OC
 : ., -2, 11
> CC12C=CC(O1)C1C(=O)N(c3ccccc3C#N)C(=O)C12 (centres undefined)
 : -4, -5, -2
> CS(=O)c1nncn1CC(=O)NC1CCCCCCC1 (centres undefined)
 : ., -6, 2
> CN(Cc1ccccc1)C(=O)COC(=O)c1cc(=O)c2ccccc2[nH]1
 : ., -5, 4
> COc1ncccc1-c1ccc2sc(N)nc2c1
 : ., -3, 6
> Cc1cccc(C2(CNC(=O)Cn3cncn3)CCCCC2)c1
 : ., -18, 2
> CC(=O)N(CCN(C)C)Cc1csc(COc2cccc(C)c2)n1
 : -4, -2, 0
> Cc1cc(NC(=O)NCCc2cn3ccccc3n2)ccc1N(C)C
 : ., -5, 4
> CCN(CC)S(=O)(=O)c1ccc(C(=O)NCCSc2c(C)[nH]c3ccccc23)cc1
 : -6, -8, 0
> CC(=O)N1CCC(NC(=O)Nc2ccccc2F)CC1
 : ., -4, 11
> NC(=O)CN(Cc1ccc(Br)cc1)C(=O)C1=Cc2cc(Cl)ccc2OC1
 : ., -9, 3
> CCN(Cc1ccccc1)S(=O)(=O)c1c(C)n(C)c(=O)n(C)c1=O
 : -1, -1, -2
> CC1CCC(N)C(N2CCc3ccccc3C2)C1 (centres undefined)
 : ., -14, -3
> CC(Cc1ccc(F)cc1)NC(=O)N1CCCN(C(C)(C)C)CC1 (centres undefined)
 : 0, 6, -3
> CCOC(=O)c1c(NC(=O)CN2C(=O)c3ccccc3C2=O)sc2c1CCC2
 : -5, -1&2, -2&-8
> CC(C)CN(CC(=O)N(Cc1ccccc1)Cc1cccn1Cc1ccc(F)cc1)S(=O)(=O)/C=C/c1ccccc1
 : -5, -4, 1
> COc1cccc(C(=O)N(CCCN2C(=O)c3cccc4cccc(c34)C2=O)c2ccccc2)c1
 : ., -7, 5

3 consecutive entries already listed, quoted:
Below each compound: mcGAS inh, hcGAS inh, NPYLR7 ag
> Cc1cc(C(=O)N2CCN(C3CCCCC3)CC2)cc(S(N)(=O)=O)c1C
 : -17, -6, 9
> Oc1ccccc1C1OCC(C2CC=CCC2)CO1 (centres undefined)
 : ., -7, -2
> C=Cc1ccc(CN2C(=O)C(C)Oc3c(C(C)=O)cccc32)cc1 (centres undefined)
 : ., -3, 5

Next results follow.
Below each compound: mcGAS inh, hcGAS inh, NPYLR7 ag
> Cc1onc(-c2ccccc2)c1C(=O)N1CCOC2(CNCCOC2)C1 (centres undefined)
 : -11, -5, 6
> Cc1c(C(=O)NCc2cccc(C(F)(F)F)c2)sc(=O)n1Cc1ccc(S(C)(=O)=O)cc1
 : ., -6, 2
> CCCn1c(SCc2cc(=O)n3c(C)csc3n2)n[nH]c1=O
 : ., -8, 7
> Cc1nccn1CCNC(=O)CC(c1ccccc1)c1ccccc1F (centres undefined)
 : ., -6, 10
> CN(CCc1ccccc1)C1CCCN(C(=O)c2ncccc2O)C1 (centres undefined)
 : ., -4, -3
> CCCCN(C)C(=O)c1sc(=O)n(Cc2ccc(S(=O)(=O)N(C)C)cc2)c1C
 : ., -6, -6
> Cc1cc(-c2c(-c3ccccc3)ncn2CCCO)cc(C)c1O
 : -10, 0, 24
> CCN(CC)Cc1cnc2c(C(=O)NC(C)c3ccco3)cnn2c1 (centres undefined)
 : ., -2, 3
> Cc1cc(NCCCOc2c(C)cccc2C)n2ncnc2n1
 : -18, -10, 3
> CCc1[nH]n2c(=O)cc(C)nc2c1-c1ccccc1
 : -6, -11, 2
> Cc1nn(C(=O)c2ccc(Cn3cnc([N+](=O)[O-])n3)o2)c(C)c1Br
 : ., -1, 4
> CN1CC=C2C(C#N)C(=N)C(C#N)(C#N)C(c3ccc(Br)cc3)C2C1 (centres undefined)
 : -2, -9, 32
> COc1ccc2c(c1)OCC(C=C1N=C(c3ccc(F)cc3)OC1=O)=C2
 : 0, 1, 3
> C=CCn1c(SC(C(=O)NC(N)=O)C(C)C)nnc1C1CCCCC1 (centres undefined)
 : -3, -23, 7
> C=C1C(C)(C)[C@H]2CC[C@]1(c1n[nH]c(C3CC3)n1)C2
 : ., -5, -3
> Cc1ccccc1OCC(=O)N1CCC(n2c(=O)[nH]c3ccccc32)CC1
 : ., -10, -4
> C=CCN1CC(OC)CN(C(=O)c2ccccc2)CC1=O (centres undefined)
 : -6, -3, 0
> CN(C)c1nc2c(c(=O)[nH]1)CCN(C(=O)c1cccc3nccnc13)C2
 : -14, -2, 9
> Cc1n[nH]c(C)c1CN1CCN2CCNC(=O)C2C1 (centres undefined)
 : -22, -6, 3
> Cc1ccsc1CN1CCC(CNC(=O)Nc2ccccc2)C1 (centres undefined)
 : -2, -1, 3
> Cc1ccc(C(=O)NCC2CCCN(C(=O)C3CC3)C2)cn1 (centres undefined)
 : ., -3, -2
> CC(NC(=O)c1cc(-c2ccc(F)cc2)nc2cc(C(C)(C)C)nn12)c1ccccc1 (centres undefined)
 : -4&-3, 0&3, 18&-4
> COc1ccc(C(=O)Nc2ccc(-n3nc(OCC(C)C)nc3-c3ccc(F)cc3)cc2)cc1
 : -2, -2, 1
> O=C1CCCCN1CCCC(=O)N1CCOC(CC2CCCCC2)C1 (centres undefined)
 : ., -7, 19
> CC(C)(C)c1cc2nc(-c3ccccc3Cl)cc(C(=O)NCc3ccc4c(c3)OCO4)n2n1
 : 0, 3, -2
> CCOC(=O)c1ccc(NC(=O)c2cc3c(ccc4ccccc43)oc2=O)cc1
 : -6, -4, -5
> COc1c(S(C)(=O)=O)ccc(C(=O)Oc2cc(=O)n(-c3ccccc3)c(-c3ccccc3)n2)c1C
 : ., -6, -6
> COc1ccc(CC(=O)Nc2cccc(C3SCC(=O)N3c3ccc(C)c(F)c3)c2)cc1 (centres undefined)
 : 1, 5, -1
> CCOc1ccccc1NC(=O)CCc1c(C)nn(-c2nc(C)cc(=O)[nH]2)c1C
 : ., -6, 6
> O=C(CCCc1cc(Cl)sc1Cl)N1CCC(O)CC1
 : 0, 3, -4

Below each compound: mcGAS inh, hcGAS inh, NPYLR7 ag
> COc1ccc(C2(C)NC(=O)N(CC(=O)Nc3nc(-c4ccc(C)cc4C)cs3)C2=O)cc1 (centres undefined)
 : -9, -1, 4
> Cc1csc(=O)n1CCC(=O)OCC(=O)NC1CCS(=O)(=O)C1 (centres undefined)
 : -5, -9, 0
> COCCN(CC(=O)N(Cc1cccn1Cc1ccc(Br)cc1)C1CCCCC1)S(=O)(=O)c1ccc(Br)cc1
 : -3, 2, -3
> NC(=O)c1cnc2n1CCN(C(=O)CCc1nc3ccccc3s1)C2
 : -1, -2, -3
> CCCN(Cc1ccc(C(O)(c2ccc(OC)cc2)c2ccc(OC)cc2)o1)Cc1cccn1C
 : -3, 0, -9
> CC(C)S(=O)(=O)c1ccccc1C(=O)Nc1nc2c(s1)C(=O)CCC2
 : ., -4, 0
> O=c1[nH]c2ccc(-c3csc(-c4ccc(F)cc4)n3)cc2o1
 : ., -6, 1
> Cc1sc2ncn(CCS(=O)(=O)NCc3ccc4c(c3)OCO4)c(=O)c2c1C
 : ., -9, 6
> CC1C(=O)N(c2ccc(Br)cc2)CCN1C(=O)Cc1ccccc1 (centres undefined)
 : -5, -5, -2
> CSc1nsc(SCc2ccc(C(=O)N3C4CCC3CC(Oc3ccccc3C(C)C)C4)cc2)n1 (centres undefined)
 : 2, 0, -5
> COc1ccc(-c2cnc3ncnn3c2N2CCN(C(=O)Nc3ccc(F)c(F)c3)CC2)cc1
 : -7, -4, .
> COc1ccc(-c2cc(C(=O)NC(C)(C)C)n3nc(C(C)(C)C)cc3n2)cc1
 : -1, 1, -5
